Compound activity as filed in PubChem BioAssay.
IDH1 R132H inh = blocks human mutant IDH1 R132H enzyme; O75874; IDH1-R132H enzyme, NADPH consumption, diaphorase/resazurin fluorescence; Potency, µM (highest dose often 76.6 µM), for the others: at the highest dose activity change, negative = inhibition, usual class: inhibitors; 0.093% of 390,000 active; AID 602179; also: potency is read from the fitted curve at half-maximal effect; % is scaled to controls: 0 for no effect and ±100 for the full control effect; nearly all actives have a fitted effect of over 65% in size
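IDH1-R132H (0.5 ug/mL dispensed) in pH 7.5 Tris buffer was preincubated 30 min with compound, then given a substrate mix of 0.016 mM NADPH and 2 mM alpha-KG for 80 min at room temperature; remaining NADPH was read by diaphorase/resazurin fluorescence.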
TrxR1 substrate = is turned over as a substrate by rat TrxR1; 0.01% of 390,000 active; AID 588456; Potency, µM (titrated, usually from 114 µM), without a hit: at the top dose activity change, negative = substrate turnover; purified TrxR1 substrate turnover, NADPH consumption readout; also: potency is read from the fitted curve at half-maximal effect; % is scaled to controls: 0 for no effect and ±100 for the full control effect; nearly all actives have a fitted effect of over 50% in size
Target sequence (O89049 whole entry, looked up): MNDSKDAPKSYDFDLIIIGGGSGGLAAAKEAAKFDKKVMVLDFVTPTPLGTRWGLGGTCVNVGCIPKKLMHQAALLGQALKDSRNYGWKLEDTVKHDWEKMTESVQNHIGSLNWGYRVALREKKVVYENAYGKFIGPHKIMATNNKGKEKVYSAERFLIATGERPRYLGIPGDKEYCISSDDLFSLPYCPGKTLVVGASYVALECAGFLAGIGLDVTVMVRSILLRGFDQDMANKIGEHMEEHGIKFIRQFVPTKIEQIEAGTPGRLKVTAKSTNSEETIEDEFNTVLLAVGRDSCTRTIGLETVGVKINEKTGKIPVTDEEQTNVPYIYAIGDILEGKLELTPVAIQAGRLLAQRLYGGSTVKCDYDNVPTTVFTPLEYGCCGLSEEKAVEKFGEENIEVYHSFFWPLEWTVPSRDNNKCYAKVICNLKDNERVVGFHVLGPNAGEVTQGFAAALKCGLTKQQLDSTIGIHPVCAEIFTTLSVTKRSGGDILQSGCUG
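Rat TrxR1, dispensed at 90 nM, was prereduced with 400 uM NADPH (final) for 5 min at ~22 deg C, then incubated with compound 15 min before 400 uM selenite. A first-read NADPH fluorescence drop versus no-compound background flagged substrates.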
TRHR ag = agonists of human TRH receptor; activation, % at 2 µM; TRHR cells, calcium flux fluo-8, FDSS agonist mode; 0.18% of 360,000 active; P34981; in the data active = activation above about 30%; also: 0% is about no effect
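TRHR-expressing cells, plated overnight in medium with 10% serum, were loaded with fluo-8 calcium dye at room temperature. After a 10 s baseline, library compound was pin-added and calcium release was recorded kinetically (ex 480/em 530) as agonist response.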
TrxR1 inh = inhibitors of rat thioredoxin reductase 1; AID 588453; Potency, µM (doses to about 114 µM), without a hit: at the highest dose activity change, negative = inhibition, usual class: inhibitors; 1% of 390,000 active; recombinant rTrxR1, NADPH fluorescence consumption, selenite substrate; also: potency is read from the fitted curve at half-maximal effect; % is scaled to controls: 0 for no effect and ±100 for the full control effect; nearly all actives have a fitted effect of over 65% in size
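Rat TrxR1 (90 nM in the dispensed reagent) was pre-reduced with 400 uM NADPH for 5 min at room temperature, then incubated with compound for 15 min. After 400 uM selenite was added, NADPH fluorescence (Ex 340/Em 450 nm) was followed for 8 min.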
D2 ag = agonists of human D2 dopamine receptor. activation, % at 2 µM. 0.53% of 340,000 active. P14416. HEK293 T-REx D2 cells, calcium flux agonist mode;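 active = activation over 3 SD above normal in the single-dose calcium agonist read, cut at about 30% in these data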; also: 0% is about no effect
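Tetracycline-induced HEK293 Trex cells with D2 receptor force-coupled to calcium signaling, plated overnight at 30 C and loaded with no-wash calcium dye. Calcium flux read kinetically for 180 s after compound addition; responses flag agonists.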
USP1 inh = inhibitors of human USP1/UAF1 deubiquitinase; O94782; recombinant USP1/UAF1, Ub-Rhodamine cleavage fluorescence; Potency, µM (series often up to 57.1 µM), for the others: top-dose activity change, negative = inhibition, hits mostly inhibitors; 0.23% of 390,000 active; also: potency is read from the fitted curve at half-maximal effect; % is scaled to controls: 0 for no effect and ±100 for the full control effect; nearly all actives have a fitted effect of over 60% in size; inactives centre near -12
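USP1/UAF1 complex at 1 nM was preincubated with compound for 15 min at room temperature, then Ub-Rho substrate (150nM final) was added. Fluorescence (480/540 nm) was read kinetically, 6 reads every 60 seconds.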
TRHR enhancer = TRH receptor (human) allosteric enhancement; 0.66% of 360,000 active; AID 493056; enhancement, % at 2 µM; P34981; TRHR cells, fluo-8 calcium fluorescence, EC20 TRH enhancement; in the data active = enhancement above about 30%; also: 0% is about no effect
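Enhancer read-out: after compound pinning and an initial kinetic agonist-mode read, an EC20 of TRH (10 nM final) was injected and fluo-8 calcium signal (Ex 480/Em 530) followed at 1 s/cycle for 100 cycles in TRHR-expressing cells.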
D2 antag = antagonists of human D2 dopamine receptor | P14416 | HEK293 TREx D2 cells, calcium flux, dopamine EC80 | inhibition, % at 10 µM | 2% of 340,000 active | AID 485344; in the data active = inhibition above about 30%; also: 0% is about no effect
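Antagonism is scored as inhibition of an EC80 dopamine-evoked calcium signal in a force-coupled, tetracycline-inducible HEK293 T-REx D2 line, with compound present 180 s before agonist.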
Pin1 inh = inhibitors of human Pin1 | Potency, µM (highest dose often 115 µM), without a hit: top-dose activity, negative = inhibition, most hits filed as inhibitors | Q13526 | Pin1 FP peptide displacement, HiFluor488, 10 min | AID 504891 | 0.009% of 390,000 active; active = well fitted inhibition curve with a large enough effect in the polarisation, with a control signal flat, not every such curve was filed as active; inconclusive = small, poorly fitted or top-dose-only effect, or effect the other way, or a change in a side signal; inactive = no such curve, though single readings can be large or run the other way; the % refers to the polarisation; also: potency is read from the fitted curve at half-maximal effect; % is scaled to controls: 0 for no effect and ±100 for the full control effect
Target sequence (Q13526 whole entry, looked up): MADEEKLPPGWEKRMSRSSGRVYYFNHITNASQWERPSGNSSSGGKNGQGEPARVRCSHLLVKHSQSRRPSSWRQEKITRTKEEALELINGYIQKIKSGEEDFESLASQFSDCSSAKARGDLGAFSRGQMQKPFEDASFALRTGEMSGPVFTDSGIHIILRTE
Starred values were filed as active, the others as inactive; ? = inconclusive; / = not tested or not shown; & = joins results of further samples; [ ] = dose if it differs, or a comment. Unless noted, calls follow the shape of the dose curve; as a rule, active = well fitted inhibition curve with a large enough effect; inconclusive = small, poorly fitted or top-dose-only effect; inactive = no such curve, though single readings can be large or run the other way. The list is partial, so the mix of outcomes need not match the whole.

(1) O=c1c2ccccc2nc(/C=C\c2ccccc2F)n1-c1ccc(O)cc1
(2) Cc1ccsc1C(=O)C1CCCN(Cc2cnc(N3CCOCC3)s2)C1 (stereo not given)
(3) Cc1cc(OCc2ccc([N+](=O)[O-])cc2)c2c3c(c(=O)oc2c1)CCCC3
(4) COc1ccc(C(=O)Nc2cccc(S(=O)(=O)NCc3ccco3)c2)cc1
(5) Cc1ccsc1C(=O)C1CCCN(Cc2cccn2-c2ccccn2)C1 (stereo not given)
(6) O=[As](O)(O)c1ccc(N=Nc2ccc(O)cc2)cc1
entry no.,1,2,3,4,5,6
IDH1 R132H inh,-3%,-2%,1%,-1%,2%,-2%
TrxR1 substrate,-7%[57.1 µM],-4%,12%[57.1 µM],-5%,3%,3%[2.29 µM]
TRHR ag,-0.1,-1.4,-0.1,/,-0.2,0.6
TrxR1 inh,-5%[57.1 µM],9%[57.1 µM],8%[57.1 µM],7%,-2%,10%[2.29 µM]
D2 ag,0.2,1.1,0.1,/,0.1,0.7
USP1 inh,3%,-6%,-6%,-7%,-8%,-24%
TRHR enhancer,2,0,-9,/,-2,-3
D2 antag,/,-17,-9,/,-18,-10
Pin1 inh,?,-10%,-7%,-9%,4%,2%

(7) O=C(c1ccc(Cl)cc1)C1CCCN(Cc2ccc3ncccc3c2)C1 (stereo not given)
(8) COC(=O)C1=C(c2ccc(-c3ccccc3)c(F)c2)C[C@@H]2CC[C@H]1N2C(=O)N1CCc2cc(OC)c(OC)cc2C1
(9) c1ccc(C2CC2)c(OCC2=NCCN2)c1
(10) CCOC(=O)c1c(C)n(Cc2ccco2)c2c1cc(O)c1ccccc12
(11) O=C(c1cc(C(=O)NCc2ccc(Cl)cc2)c(=O)n(Cc2ccc(Cl)cc2)c1)c1cc(F)ccc1O
(12) O=P1(Nc2cccnc2)COc2ccccc2OC1
entry no.,7,8,9,10,11,12
IDH1 R132H inh,3%,5%,-3%,12%,4%,2%
TrxR1 substrate,-17%,2%,-3%[57.1 µM],6%[57.1 µM],5%[57.1 µM],-8%
TRHR ag,-0.8,1.1,-0.1,-0.6,0.3,0.1
TrxR1 inh,14%[57.1 µM],24%,-10%[57.1 µM],-2%,12%[57.1 µM],-16%
D2 ag,/,-0.1,8.1,1.5,-0.2,/
USP1 inh,-7%,-19%,-26%,-16%,-12%,0%
TRHR enhancer,29,6,12,-4,5,0
D2 antag,/,18,47*,-9,-13,/
Pin1 inh,0%,4%,0%,?,16%,-13%

(13) Cc1cc(NC(=O)CSc2nc3c(c(=O)n2-c2ccc(Cl)cc2)SCC3)no1
(14) O=C(NC(Cc1cnc[nH]1)C(=O)O)c1ccccc1 (stereo not given)
(15) COc1ccc(OC)c(NC(=O)Cn2cc(C(=O)c3ccccc3)c3ccccc32)c1
(16) COc1ccc2c(c1OC)CN1CCc3cc4c(cc3[C@@H]1[C@@H]2O)OCO4
(17) COC(=O)C1=C(c2cccc(OCc3ccccc3)c2)C[C@@H]2CC[C@H]1N2C(=O)NCc1ccccc1OC
(18) C=C[C@H]1CN2CC[C@H]1C[C@H]2[C@H](O)c1ccnc2ccccc12
entry no.,13,14,15,16,17,18
IDH1 R132H inh,3%,0%,0%,-5%,3%,13%
TrxR1 substrate,-4%,2%,2%,-4%,11%[57.1 µM],4%
TRHR ag,/,1.6,-0.7,0.1,0.9,1.5
TrxR1 inh,12%,13%,23%,10%,35%[57.1 µM],23%
D2 ag,/,0.8,-0.3,6.3,-0.3,-0.1
USP1 inh,-8%,-22%,-17%,?,-12%,-27%
TRHR enhancer,/,2,-3,-4,-3,-6
D2 antag,/,-7,/,20,-5,10
Pin1 inh,21%,-3%,?,-11%,-3%,-5%

Reformatted tab-delimited: entries from further up
entry	structure	IDH1 R132H inh	TrxR1 substrate	TRHR ag	TrxR1 inh	D2 ag	USP1 inh	TRHR enhancer	D2 antag	Pin1 inh
10	CCOC(=O)c1c(C)n(Cc2ccco2)c2c1cc(O)c1ccccc12	12%	6%[57.1 µM]	-0.6	-2%	1.5	-16%	-4	-9	?
4	COc1ccc(C(=O)Nc2cccc(S(=O)(=O)NCc3ccco3)c2)cc1	-1%	-5%	/	7%	/	-7%	/	/	-9%
13	Cc1cc(NC(=O)CSc2nc3c(c(=O)n2-c2ccc(Cl)cc2)SCC3)no1	3%	-4%	/	12%	/	-8%	/	/	21%

The listing continues.
(19) Cc1ccc(Cn2ccc(NC(=O)c3cc(-c4ccco4)on3)n2)cc1
(20) CCN(CC)S(=O)(=O)c1ccc(C)c(NCC(=O)Nc2ccc(C#N)c(Cl)c2)c1
(21) O=C(c1ccccc1F)N1CCC2(CC1)OCCO2
(22) CCN(CC)CCCN=C(C)c1c(O)n(-c2ccc(C)cc2)c(=O)[nH]c1=O
(23) CC1OC(NCCc2ccccc2)C(O)C(O)C1O (stereo not given)
(24) C1CCCN(C2CCNCC2)CC1
entry no.,19,20,21,22,23,24
IDH1 R132H inh,-3%,-1%,0%,-7%,7%,10%
TrxR1 substrate,4%,-3%,6%,5%,-4%,-3%[57.1 µM]
TRHR ag,1.4,1.1,0.6,0.0,0.7,-0.2
TrxR1 inh,-16%,11%,5%,1%,-5%,1%[57.1 µM]
D2 ag,1.6,1.1,-0.8,0.2,-0.8,1.3
USP1 inh,-14%,-18%,-6%,2%,-11%,-16%
TRHR enhancer,3,-4,-4,7,0,-4
D2 antag,-4,-10,3,-4,-29,6
Pin1 inh,42%[activator],12%,-2%,-13%,12%,7%

(25) COc1ccc(Oc2cc(NC(=O)c3nn(C)cc3[N+](=O)[O-])cc([N+](=O)[O-])c2)cc1
(26) C1=C(c2c[nH]c3ccccc23)CCN(Cc2ccccc2)C1
(27) CNc1cc(N2CCNCC2)ccc1[N+](=O)[O-]
(28) c1cncc(C2Nc3cccc4cccc(c34)N2)c1
(29) Cc1cc(C)c(C(=O)CN2CCOCC2)c(C)c1
(30) COc1ccc(N2C(=O)NC(=O)/C(=C\c3cn(CC(=O)N4CCOCC4)c4ccccc34)C2=O)c(OC)c1
entry no.,25,26,27,28,29,30
IDH1 R132H inh,4%,10%,-7%,10%,-4%,11%
TrxR1 substrate,-9%,0%,-2%,-6%,-12%,-10%
TRHR ag,0.1,0.9,0.4,0.1&0.0,0.0,0.6
TrxR1 inh,6%,12%,-12%,?,-46%,-28%
D2 ag,0.5,-0.1,-0.3,1.0&0.9,3.5,0.0
USP1 inh,-15%,-20%,-19%,-27%,-10%,-26%
TRHR enhancer,1,2,-4,1&5,-7,0
D2 antag,-15,70*,0,-15&6,-16,6
Pin1 inh,0%,1%,-6%,-10%,-1%,10%

(31) Nc1ccc2cc(Br)ccc2c1
(32) COc1ccc(-n2c(O)c(C=NCc3ccc4c(c3)OCO4)c(=O)[nH]c2=O)cc1
(33) O=C(COc1ccc(Cl)cc1)N1CCN(Cc2ccccc2)CC1
(34) CC12CCCCC1=[N+]([O-])CN2O (stereo not given)
(35) O=C(CN1CCOCC1)c1ccc2cc[nH]c2c1
(36) CCCc1nc(SC)ncc1C(=O)Nc1ccc(Cl)cc1C(=O)c1ccccc1
entry no.,31,32,33,34,35,36
IDH1 R132H inh,1%,0%,2%,9%,-6%,-7%
TrxR1 substrate,8%[57.1 µM],-14%,1%,10%,11%[57.1 µM],-2%
TRHR ag,0.2,0.2,-0.2,0.2,0.5,0.1
TrxR1 inh,25%[57.1 µM],?,-9%,12%,?,9%
D2 ag,0.2,0.5,0.9,0.1,0.8,-0.7
USP1 inh,-17%,-15%,10%,-17%,-14%,-15%
TRHR enhancer,1,2,-1,2,-1,-5
D2 antag,3,2,0,8,0,/
Pin1 inh,2%,0%,5%,-1%,-13%,31%[activator]

(37) CN1C(=O)NC(=O)C(C)(C2=CCCCC2)C1=O (stereo not given)
(38) C=C1C[C@@H]2[C@H](CC[C@]3(C)C(=O)CC[C@@H]23)[C@@]2(C)C=CC(=O)C=C12
(39) COC(=O)C1=C(c2ccc(OCc3ccccc3)cc2)C[C@@H]2CC[C@H]1N2C(=O)NCc1ccc([N+](=O)[O-])cc1
(40) COc1ccc(C(=O)/C=C/c2cccs2)c(OC(=O)N2CCOCC2)c1
(41) CC(C)CN1CCN(Cc2c(F)cccc2Cl)CC1CCO (stereo not given)
(42) CC(=O)C(Sc1ncnc2c1nnn2-c1ccc(F)cc1)C(=O)N(C)C (stereo not given)
(43) CN(C(=O)Oc1cccc2ccccc12)C1C=CCC1 (stereo not given)
(44) CCc1ccc(/C=C(/C#N)C(N)=S)cc1
(45) CCN(CC)c1ccc(/C=C/[N+](=O)[O-])cc1
entry no.,37,38,39,40,41,42,43,44,45
IDH1 R132H inh,5%,/,-4%,1%,-1%,-1%,2%,-4%,3%
TrxR1 substrate,-12%,/,7%,-10%,1%,-7%,1%,-3%,-8%
TRHR ag,/,-0.3,/,-0.5,-1.2,0.0,/,0.1,72*
TrxR1 inh,-13%,/,27%,5%[57.1 µM],19%,?,10%,-19%,?
D2 ag,/,-1.0,/,4.1,0.7,0.2,/,/,57*
USP1 inh,-14%,/,-22%,?,-8%,-23%,-8%,-20%,?
TRHR enhancer,/,-1,/,3,1,3,/,12,0
D2 antag,/,-18,/,5,-2,-3,/,/,1
Pin1 inh,0%,/,16%,7%,3%,3%,-10%,3%,?
